Screens as filed in PubChem BioAssay.
FBW7 act – activators of human E3 ligase FBW7; AID 1259310; Q969H0; AlphaScreen FBW7–phospho-cyclin E peptide binding, activator screen; actives 0.13% (n = 650,000); normalized activity (activation), % at 26.1 µM; in the data active = normalized activity above about 1.9%;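 note: purified mutant Fbw7 with reduced substrate affinity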
GPR151 ag – activators of human GPR151; PathHunter beta-arrestin GPR151 cells, luminescence; Q8TDV0; actives 1% (n = 650,000); activation, % at 11.2 µM; in the data active = activation above about 4.9%;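 note: 0% = median of compound wells and 100% = cells with positive control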
Target sequence (Q8TDV0 whole entry, looked up): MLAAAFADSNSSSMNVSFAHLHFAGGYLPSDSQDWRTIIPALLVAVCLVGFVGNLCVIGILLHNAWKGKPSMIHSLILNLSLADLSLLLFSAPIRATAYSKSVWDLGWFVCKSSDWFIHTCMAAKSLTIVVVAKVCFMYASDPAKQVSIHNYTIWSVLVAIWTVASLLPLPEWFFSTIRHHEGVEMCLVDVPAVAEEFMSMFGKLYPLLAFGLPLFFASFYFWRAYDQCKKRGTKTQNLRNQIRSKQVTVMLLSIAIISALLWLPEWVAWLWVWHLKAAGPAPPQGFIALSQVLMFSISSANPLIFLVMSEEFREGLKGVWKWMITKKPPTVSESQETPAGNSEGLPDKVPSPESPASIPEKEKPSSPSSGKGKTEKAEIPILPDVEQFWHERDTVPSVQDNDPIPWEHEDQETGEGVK
MITF inh – human MITF inhibition, primary screen; inhibition, % at 2.6 µM; actives 0.91% (n = 650,000); AID 1259374; AlphaScreen MITF homodimerization, bead proximity signal; O75030; in the data active = inhibition above about 50%;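 note: 0% = vehicle wells with protein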
Target sequence (O75030 whole entry, looked up): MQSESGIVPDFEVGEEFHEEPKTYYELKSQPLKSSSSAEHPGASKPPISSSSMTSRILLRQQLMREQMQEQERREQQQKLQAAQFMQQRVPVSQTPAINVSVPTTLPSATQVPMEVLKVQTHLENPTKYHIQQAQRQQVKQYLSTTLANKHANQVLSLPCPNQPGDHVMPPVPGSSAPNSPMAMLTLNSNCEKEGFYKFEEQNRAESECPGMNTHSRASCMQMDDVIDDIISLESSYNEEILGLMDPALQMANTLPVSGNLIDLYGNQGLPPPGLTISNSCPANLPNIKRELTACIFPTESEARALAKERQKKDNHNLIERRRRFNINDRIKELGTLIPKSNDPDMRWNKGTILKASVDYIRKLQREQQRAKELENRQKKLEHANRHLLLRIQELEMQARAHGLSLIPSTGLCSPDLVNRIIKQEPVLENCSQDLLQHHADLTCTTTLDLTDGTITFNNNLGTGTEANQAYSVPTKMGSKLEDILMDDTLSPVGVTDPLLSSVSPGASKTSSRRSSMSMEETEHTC
TEAD-YAP inh – TEAD-YAP interaction inhibition. inhibition, % at 9.12 µM. AID 1259422. actives 1.4% (n = 640,000). HEK-TIYL cells, TEAD-Gal4/YAP UAS-luciferase luminescence; in the data active = inhibition above about 32%;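 note: 0% = median of test compound wells and 100% = reference inhibitor wells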
* hit, by the source's call; & = joins results of further samples.

SMILES	FBW7 act	GPR151 ag	MITF inh	TEAD-YAP inh
COc1ccc(CC(=O)Nc2ccccc2C(=O)NC2CCCCC2)cc1	0.1	0.6	4	1
CC(C)CC(=O)NC1(C(F)(F)F)C(=O)Nc2c1c(=O)[nH]c(=O)n2Cc1ccco1 (stereo not drawn)	0.1	-0.3	11	8
C[C@H]1NC(=O)[C@@H]2C[C@H](NC(=O)Nc3cccc(F)c3)CN2C1=O	-0.2	-0.4	2	6
Cc1cc2cc3c(cc2n2c(SCC(=O)OC(C)C)nnc12)OCCO3	1.8	1.9	5	-3
O=C(O)/C=C/C(=O)N1CCN(S(=O)(=O)c2cccc(C(F)(F)F)c2)CC1	0.3	-1.8	1	4
O=C(/C=C/c1ccccc1)NNC(=O)c1ccc(NC(=O)c2ccccc2)cc1	1.2	-1.3	15	6
COC(=O)Cc1csc(Nc2c(C)n(C)n(-c3ccccc3)c2=O)n1	-0.1	1.2	3	-4
C=COC(=O)c1sc2nc(-c3cccs3)ccc2c1N	0.5	-2.3	13	-46
O=C(Nc1ccccc1)c1cc(S(=O)(=O)Nc2ccc(F)cc2)ccc1Br	0.0	-0.1	11	17
CC(=O)N1CCc2cccc(NC(=O)C(c3ccccc3)c3ccccc3)c21	0.0	-1.0	9	6
COC(=O)c1ccccc1N=Cc1c(O)n(C)c(=O)n(C)c1=O	-0.1	1.9	-11	5
CC(C)(C)c1ccc(C(=O)NCC(=O)OCC(=O)c2ccc3c(c2)NC(=O)CO3)cc1	0.3	0.4	0	-3

Structural class: those above containing nitrogen in an aromatic ring (5)
SMILES	FBW7 act	GPR151 ag	MITF inh	TEAD-YAP inh
CC(C)CC(=O)NC1(C(F)(F)F)C(=O)Nc2c1c(=O)[nH]c(=O)n2Cc1ccco1 (stereo not drawn)	0.1	-0.3	11	8
Cc1cc2cc3c(cc2n2c(SCC(=O)OC(C)C)nnc12)OCCO3	1.8	1.9	5	-3
COC(=O)Cc1csc(Nc2c(C)n(C)n(-c3ccccc3)c2=O)n1	-0.1	1.2	3	-4
C=COC(=O)c1sc2nc(-c3cccs3)ccc2c1N	0.5	-2.3	13	-46
COC(=O)c1ccccc1N=Cc1c(O)n(C)c(=O)n(C)c1=O	-0.1	1.9	-11	5

(list continues)
SMILES	FBW7 act	GPR151 ag	MITF inh	TEAD-YAP inh
CC(C)=C/C(C)=N/Nc1ccc(S(=O)(=O)N2CCOCC2)cc1[N+](=O)[O-]	-0.3	0.2	7	-2
O=C(NCc1cccnc1)c1cnc(-c2ccc(N3CCOCC3)nc2)s1	0.0	-1.3	5	-11
FC(F)(F)c1cccnc1N1CCN(c2ncnc3nc[nH]c23)CC1	0.0	0.5	8	1
CCOc1ccc(C(=O)N2CCN=C2SC)cc1	0.0	-1.9	13	0
O=C(CCCn1c(=O)[nH]c2cc(Cl)ccc2c1=O)NC1CCCC1	0.1	0.0	1	8
N#C/C(=C/c1ccc(C(F)(F)F)cc1)C(=O)NCC1CCCO1 (stereo not drawn)	0.0	-0.3	2	-1
O=C(COC(=O)COc1ccc(Cl)cc1)NCc1ccco1	-0.3	0.7	52*	0
Cc1ccc(C(=O)CSc2nnc(C3CC3)n2C)c(C)c1	0.1	1.7	0	-12
CCCCCOc1ccc(N/C(N)=N/c2nc(C)cc(C)n2)cc1	0.0	1.3	-2	37*
Cc1cccc(OCCCC(=O)N2CCCCC2)c1C	0.3	0.6	23	-30
Cc1nc(N2CCCC2)sc1C(=O)c1oc2ccccc2c1C	-0.1	0.6	-4	-11
O=C(Cc1ccccc1)Nc1nnc(SCC(=O)NC2CCCC2)s1	0.2	0.6	0	3
COc1ccc2c(C)nc(N3CCC(N(C)Cc4ccccc4)CC3)nc2c1	0.1	2.0	10	-5
Cc1c(CNC2CCCCCCC2)c(C(=O)O)c(C)n1Cc1ccc(F)cc1Cl	-0.3	-0.3	10	-1
Cc1cc(C)n(-c2nc3nonc3nc2Nc2ccccc2C)n1	1.1	0.7	14	2
Cc1c(C(=O)N(Cc2ccc(N(C)C)cc2)Cc2ccco2)sc2ncn(Cc3ccccc3Cl)c(=O)c12	-0.1	-0.6	1	-7
COc1ccc(-c2cccc(C(=O)NCc3cccnc3)n2)cc1	-0.1	1.1	8	9
COc1cccc(CN2CCN(C(=O)c3ccc(F)cc3)CC2)c1OC	-0.1	3.5	32	4
COc1ccccc1NC(=O)CSc1nc2cc3c(cc2cc1C#N)OCCO3	0.5	-0.9	23	62*
COc1ccc(C(=O)NCCCSC)cc1OC1CCN(C(C)C)CC1	-0.1	1.4	-4	-4
CCOC(=O)C(O)(c1ccc2nc(N)sc2c1)C(F)(F)F (stereo not drawn)	0.0	-0.6	-1	3
CC(C)NC(=O)C[n+]1csc2ccccc21	-0.4	0.3	-13	3
Cc1noc(C)c1S(=O)(=O)N1CC=C(c2ccccc2)CC1	0.5	0.0	11	-1
Clc1ccc(C2=Nc3cccc4cccc(c34)N2)cc1	0.5	0.2	13	1
COc1ccc(C2CC(c3ccc(Br)cc3)=NN2S(=O)(=O)c2ccccc2)cc1 (stereo not drawn)	0.0	-0.1	11	-6
O=C(/C=C/c1ccc(Br)cc1)Nc1ccc2c(c1)OCO2	-0.2	0.9	8	-38
O=C(/C=C\c1ccco1)Nc1cc([N+](=O)[O-])ccc1F	0.2	0.7	10	60*
NS(=O)(=O)c1ccc(CCNC(=O)CSc2nc3c(sc(=S)n3Cc3ccco3)c(=O)n2-c2ccc(F)cc2)cc1	0.0	-0.4	-8	10
O=c1[nH]c(O)c(C=NCc2cccs2)c(=O)[nH]1	0.1	-0.1	-3	4
COc1ccccc1N1CCN(C(=O)C(C)N(c2cc(C)cc(C)c2)S(C)(=O)=O)CC1 (stereo not drawn)	0.0	1.3	-1	2
COc1cc(OC)cc(C(=O)Nc2c3c(nn2C(C)(C)C)CS(=O)(=O)C3)c1	0.0	-1.6	0	2
Cc1c(C(=O)NCc2ccccc2Cl)sc2ncn(Cc3ccccc3F)c(=O)c12	0.4	1.5	13	-17
CCC(=O)N1CCc2cc(S(=O)(=O)NCCC(=O)NCc3ccc(C)cc3)ccc21	0.7	0.7	-3	-3
CCCCC(=O)NC(=S)Nc1cccc(NC(=O)CC)c1	0.0	-0.3	2	-5
CCOc1ccccc1NC(=O)c1c(NC(=O)c2ccccc2Br)sc2c1CCC2	0.0	1.7	-5	-8
OC1CCN(c2ncn(-c3ccc(Nc4nccc(-c5cc(F)cc(N6CCOCC6)c5)n4)cc3)n2)CC1	-0.1&-0.3	0.6&-0.2	0&-1	91*
CC(=O)c1cccc(NC(=O)/C(=C\c2ccc3c(c2)OCO3)NC(=O)c2ccccc2Cl)c1	0.2	0.9	3	7
Cc1cccnc1NC(=O)CCc1ccccc1	-0.1	0.0	-7	0
C=CCNC(=O)/C=C/c1ccc(Cl)c(Cl)c1	-0.1	-0.5	-11	-30
Cc1ccc2cc3c(nc2c1)sc1c(SCC(N)=O)ncnc13	0.0	-0.7	3	-19
Cc1cccc(NC(=O)c2c(O)c3ccccc3[nH]c2=O)c1	0.1	4.1	5	-11
CCC(CC)C(=O)N1CCc2ccccc21	0.0	2.2	12	8
Cc1occc1C(=O)N/N=C/c1ccc(C(=O)O)cc1	0.1	-9.0	13	-43
COC(=O)COc1ccc2c(=O)c(-c3csc(C)n3)coc2c1	-0.1	-3.0	-4	1
O=C(Nc1ccccc1Cl)c1ccc(S(=O)(=O)N2CCOCC2)cc1	-0.1	-0.2	0	-16
COc1ccc(C2=N/C(=C/c3ccc(F)cc3)C(=O)N2c2cccc(OC)c2)cc1	0.0	0.5	2	5
CCOCCn1c(=O)c2c(nc3n(-c4ccc(C)c(C)c4)c(C)cn23)n(C)c1=O	-0.1	1.3	-1	-3
CC(=O)Nc1cccc(-c2csc(NCc3ccccc3)n2)c1	0.2	0.3	85*	-4
Cc1nnc(NC(=O)CNC(=O)Cn2cnc3sc(C)c(C)c3c2=O)s1	-0.1	0.1	-6	4
CCN(CC)C(=O)Cn1cnc2sc(C(=O)N3CCN(c4ccc([N+](=O)[O-])cc4)CC3)c(C)c2c1=O	-0.1	0.7	5	21
Cc1cc(N2CCN(C)CC2)nc2ccc(NC(=S)N3CCC4(CC3)OCCO4)cc12	0.0	-0.4	-9	-7
COC(=O)CCNC(=O)CCc1nnc(-c2ccc(C)s2)o1	0.2	0.4	-8	-5
COc1ccc(CCNC(=O)CCN2C(=O)c3ccccc3C2=O)cc1	0.1	2.6	18	4
CN1CCN(C(=O)c2ccc(-c3nc(NCc4nc5ccccc5[nH]4)c4ncn(C5CCCCC5)c4n3)cc2)CC1	-0.1	0.3	15	5
O=C1CC(n2nc(-c3ccco3)n(-c3ccccc3)c2=S)C2COC1O2 (stereo not drawn)	0.0	-0.2	-1	-1
CCOC(=O)C1=C(C)N=C2SCC(=O)N2C1c1ccc(OC)cc1 (stereo not drawn)	-0.3	-1.5	0	3
O=C(CSc1nnc2c3cc(F)ccc3nc(-c3ccccc3)n12)N1CCOCC1	0.1	-1.0	23	-2
COC(=O)C1=CN(Cc2cccs2)C=C(C(=O)OC)C1c1cc(OC)ccc1OC	0.1	-0.9	6	0
CC1=C(C(=O)OC2CCCCC2)C(c2coc3ccc(C)cc3c2=O)C2=C(CCCC2=O)N1 (stereo not drawn)	-0.2	-0.2	-5	-1
COc1cc(NC(=O)CSc2nnc(N)s2)c(C)cc1[N+](=O)[O-]	-0.3	2.7	-6	15

The last 5 entries of the part before come first, to join the parts.
SMILES	FBW7 act	GPR151 ag	MITF inh	TEAD-YAP inh
CCOC(=O)C1=C(C)N=C2SCC(=O)N2C1c1ccc(OC)cc1 (stereo not drawn)	-0.3	-1.5	0	3
O=C(CSc1nnc2c3cc(F)ccc3nc(-c3ccccc3)n12)N1CCOCC1	0.1	-1.0	23	-2
COC(=O)C1=CN(Cc2cccs2)C=C(C(=O)OC)C1c1cc(OC)ccc1OC	0.1	-0.9	6	0
CC1=C(C(=O)OC2CCCCC2)C(c2coc3ccc(C)cc3c2=O)C2=C(CCCC2=O)N1 (stereo not drawn)	-0.2	-0.2	-5	-1
COc1cc(NC(=O)CSc2nnc(N)s2)c(C)cc1[N+](=O)[O-]	-0.3	2.7	-6	15
NC(=O)N/N=C1\CCCc2ccccc21	0.1	0.1	-8	-5
CC(=O)N1CCC(=NNS(=O)(=O)c2cccc([N+](=O)[O-])c2)CC1	-0.1	0.3	1	-1
O=C(NCC(c1ccco1)N1CCc2ccccc2C1)Nc1ccccc1 (stereo not drawn)	-0.1	1.6	-10	-5
COC(=O)C1=NNC2C(=O)N(c3ccccc3C)C(=O)C12 (stereo not drawn)	0.0	-0.1	-1	8
COc1cccc2cc(-c3csc(NC(=O)CCC(=O)N4CCCC4)n3)c(=O)oc12	0.3	-0.4	12	-6
O=C(Nc1ccc(-c2ccccc2)cc1)C(=O)C1C(=O)Nc2ccccc21 (stereo not drawn)	1.1	-1.6	18	-5
CCn1c(=O)cc(SCC(=O)Nc2ccccc2N2CCN(C)CC2)c2ccccc21	0.0	1.8	10	7
Nc1cccc(NC(=O)c2ccc(F)cc2)c1	-0.1	-2.2	9	-24
COC(=O)C(NC(=O)C12CC3CC(CC(C3)C1)C2)C(C)C (stereo not drawn)	0.0	0.5	-6	-5
Cc1cc(N(CC(=O)Nc2ccc(CC#N)cc2)S(C)(=O)=O)ccc1Br	0.0	2.7	-1	-7
COc1cc(OC)cc(C(=O)Nc2cc(C(=O)Nc3cccc(C)n3)ccc2N2CC3CC(C2)c2cccc(=O)n2C3)c1 (stereo not drawn)	0.0	0.7	0	-1
CCOC(=O)N1CCN(CCCCCOc2ccccc2C2CCCCC2)CC1	0.0	-0.2	3	-3
Cc1cc2c(c(=O)n1Cc1cccs1)C(c1cccnc1)C(C#N)=C(N)O2 (stereo not drawn)	0.2	-1.2	10	-6
Cc1cccc(Oc2nc3ccccn3c(=O)c2/C=C(\C#N)C(=O)NCc2ccco2)c1C	0.7	-1.0	24	24
O=C(CN1CCC(n2cnc3cccnc32)CC1)NC1CC1	-0.1	0.3	2	4
COc1ccc([N+](=O)[O-])cc1NS(=O)(=O)c1cccc(C(=O)OC2CCOC2=O)c1 (stereo not drawn)	-0.1	-1.2	-11	-3
CCOc1cc(C(c2c(C)[nH]c3ccccc23)c2c(C)[nH]c3ccccc23)ccc1O	-0.5	-0.4	-5	7
Cc1cccc(OCCN2C(=O)C(=O)c3ccccc32)c1	0.0	0.2	4	-1
CC1CC(C)(C)NC(=S)N1CCCC(=O)Nc1cccc(F)c1 (stereo not drawn)	0.0	0.6	-1	2
OCC1CC(O)C(O)C(Oc2ccc3ccccc3c2)O1 (stereo not drawn)	0.0	1.5	17	6
CCOc1ccc(S(=O)(=O)N2CCN(c3ccccc3)CC2)c2cccnc12	-0.1	0.3	1	-7
CC(C)N(CCNc1nc(NCCN2CCOCC2)nc2c1ncn2C1CCCCC1)C(C)C	-0.1	1.3	-7	-1
O=C(CSc1ccccc1)Nc1cccc(I)c1	0.7	-0.7	3	8
Cc1ccc(-n2ncc3c(NCc4ccco4)ncnc32)cc1	0.0	0.6	5	-77
CCCN(CCO)Cc1ccc(F)cc1	0.0	1.7	32	-9
CC(C)(C)c1cc(NC(=O)c2cccnc2)no1	0.1	-2.8	8	-57
CNC(=O)/C(C#N)=C\c1cc(C)n(-c2ccc(N3CCOCC3)cc2)c1C	0.0	-1.1	12	32
Cc1cc(S(=O)(=O)N2CCCOC2CNC(=O)C(=O)NC2CC2)ccc1F (stereo not drawn)	-0.1	1.0	-1	0
CCc1nccn1CC1CCN(C(=O)c2cc(-c3cccc(OC)c3)n[nH]2)CC1	0.0	-1.2	11	1
